Compound activity deposited in PubChem BioAssay by several laboratories.
MsrA act – bovine methionine sulfoxide reductase A activation; purified bovine MsrA, absorbance read-out; activation, % at 10.6 µM; 360,000 compounds, 0.3% hits; AID 602163; in the data active means activation above about 7.5%;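 further: 0% = vehicle and 100% = reference activator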
Neddyl block – cullin neddylation inhibition. TR-FRET cullin neddylation, biochemical. calls only at 25 µM. 360,000 compounds, 0.58% hits. AID 651699; in the data active means inhibition above about 36%
E coli Lon inh – inhibitors of E. coli Lon protease; P0A9M0; purified E. coli Lon protease, fluorescence polarization; inhibition, % at 7.94 µM; 360,000 compounds, 0.42% hits; in the data active means inhibition above about 13%, passing the limit was not always enough;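 further: 0% = enzyme with probe and DMSO and 100% = no enzyme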
MLLE-PAM2 inh – blocks PAM2 peptide binding to the PABP1 MLLE domain; GST-MLLE / FITC-PAM2 fluorescence polarization; inhibition, % at 20 µM; 360,000 compounds, 0.36% hits; in the data active means inhibition above about 35%, passing the limit was not always enough;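 further: plate controls were DMSO wells with GST-MLLE for no effect and wells lacking GST-MLLE protein for full effect; some results filed as inactive read as strong as hits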
Target sequence (P11940 whole entry, looked up, the tested form may be a part): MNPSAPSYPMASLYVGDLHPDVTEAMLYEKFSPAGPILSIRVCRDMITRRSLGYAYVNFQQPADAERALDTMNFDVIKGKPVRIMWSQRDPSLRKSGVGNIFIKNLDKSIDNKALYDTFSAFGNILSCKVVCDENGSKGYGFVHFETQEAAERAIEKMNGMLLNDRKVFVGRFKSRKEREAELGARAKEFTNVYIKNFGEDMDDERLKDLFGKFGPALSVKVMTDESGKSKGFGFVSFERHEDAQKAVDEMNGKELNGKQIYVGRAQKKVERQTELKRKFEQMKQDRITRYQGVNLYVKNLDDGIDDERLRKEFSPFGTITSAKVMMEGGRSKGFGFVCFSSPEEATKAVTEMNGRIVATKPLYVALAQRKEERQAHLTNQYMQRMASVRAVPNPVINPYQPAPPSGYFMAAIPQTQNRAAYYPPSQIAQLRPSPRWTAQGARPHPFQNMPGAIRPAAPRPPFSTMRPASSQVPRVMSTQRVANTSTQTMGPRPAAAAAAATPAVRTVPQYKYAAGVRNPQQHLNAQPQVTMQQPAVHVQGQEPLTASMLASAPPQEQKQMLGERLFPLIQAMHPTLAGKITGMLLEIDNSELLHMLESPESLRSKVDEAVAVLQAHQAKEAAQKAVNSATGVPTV
MsrA inh – inhibitors of bovine MsrA | purified bovine MsrA, absorbance read-out | inhibition, % at 15.5 µM | 360,000 compounds, 0.75% hits | AID 651718; in the data active means inhibition above about 4.5%;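 further: 0% = vehicle wells with enzyme and 100% = reference inhibitor wells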
FAS TE block – FAS thioesterase (human) inhibition | AID 602261 | inhibition, % at 15 µM | 360,000 compounds, 0.67% hits | recombinant FAS-TE, OMFH fluorogenic substrate, fluorescence endpoint;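 active means compounds whose normalised, plate-corrected inhibition of enzyme fluorescence in the single-dose primary screen is 50% or more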;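 further: 0% = DMSO with enzyme and 100% = substrate without enzyme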
Rin1-Abl PPI inh – human Rin1-Abl interaction inhibition | TR-FRET Rin1/Abl binding, biochemical | inhibition, % at 7.35 µM | 360,000 compounds, 0.4% hits; in the data active means inhibition above about 5%, passing the limit was not always enough
Tb MetRS inh – Trypanosoma brucei MetRS inhibition; purified T. brucei MetRS, ATP depletion, Kinase-Glo luminescence; inhibition, % at 11.9 µM; 360,000 compounds, 0.4% hits;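 active means inhibition above a per-plate cutoff of the control wells' mean inhibition plus 3 SD, cut at about 5.5% in these data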;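 further: 0% = DMSO wells median and 100% = median of wells with control inhibitor compound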
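System: purified T. brucei MetRS enzyme / Detection: Kinase-Glo luciferase luminescence reporting remaining unconsumed ATP / Medium: HEPES buffer with MgCl2, KCl, DTT, spermine, BSA, pyrophosphatase / Replication: singlicate, one well per compound / Evaluation: percent inhibition relative to median high and low control wells / Schedule: 2 h aminoacylation at 25 °C after 15 min preincubation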
CSN deneddyl inh – inhibitors of human CSN-mediated cullin deneddylation; Purified CSN, SCF-Nedd8-OG deneddylation, fluorescence polarization; 360,000 compounds, 0.38% hits; AID 651999; Q92905; inhibition, % at 12.5 µM;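 active means pattern-corrected inhibition above about 35%, with an unprinted fluorescence ratio check between 0.5 and 1.5, limit read from the data, passing the limit was not always enough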;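 further: 0% = enzyme with substrate and 100% = substrate without enzyme; some results filed as inactive read as strong as hits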
Target sequence (Q92905 whole entry, looked up, one chain of several): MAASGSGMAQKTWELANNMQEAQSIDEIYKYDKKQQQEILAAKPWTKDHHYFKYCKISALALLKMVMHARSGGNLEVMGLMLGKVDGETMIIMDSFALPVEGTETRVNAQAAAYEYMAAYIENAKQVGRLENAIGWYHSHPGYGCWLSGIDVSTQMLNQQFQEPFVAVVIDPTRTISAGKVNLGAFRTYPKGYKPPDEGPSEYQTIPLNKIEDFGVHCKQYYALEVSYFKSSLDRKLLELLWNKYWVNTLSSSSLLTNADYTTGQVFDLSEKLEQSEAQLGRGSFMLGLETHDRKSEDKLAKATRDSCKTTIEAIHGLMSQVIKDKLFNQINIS
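Detection – fluorescence polarization · System – HEK293T-derived human Csn5 enzyme · Controls – substrate-only high control, full reaction low control · Timing – 90 min, room temperature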
The depositor's hits bear a star; i = inactive; nt = not tested or not shown; + = active, no number.

SMILES | MsrA act | Neddyl block | E coli Lon inh | MLLE-PAM2 inh | MsrA inh | FAS TE block | Rin1-Abl PPI inh | Tb MetRS inh | CSN deneddyl inh
CC1(NC(=O)C2CCCCC2)CCS(=O)(=O)C1 (centres undefined) | -2 | i | 0 | 6 | -0.2 | -6 | 0 | 0.0 | -4
O=C(Cn1c(=O)n(-c2ccc(F)cc2)c(=O)c2sccc21)c1ccccc1 | -7 | i | -8 | 6 | -0.3 | 4 | 0 | -0.6 | -6
O=C(CSc1nnc(-c2ccccc2)n1C1CCCCC1)Nc1ccc(S(=O)(=O)Nc2ccccn2)cc1 | 0 | i | -4 | 15 | 0.1 | 5 | -5 | 0.9 | 3
Cn1cnc2nc3n(c2c1=O)CCC3 | -11 | i | -3 | 1 | 0.7 | -10 | -1 | -0.5 | -2
O=C(COC(=O)c1ccccc1SCC(=O)N1CCCC1)Nc1ccccc1OC(F)F | -2 | i | -2 | 11 | 0.7 | -2 | 3 | 0.2 | -1
CCCCCC(CC(=O)NO)C(=O)NC(C(=O)N1CCCC1CO)C(C)C (centres undefined) | -3 | i | -12 | -4 | -1.2 | 0 | 2 | -1.4 | -3
COc1ccc(OC)c(S(=O)(=O)Nc2cccc3ccc(O)cc23)c1 | -2 | i | 4 | -2 | -0.7 | -1 | -2 | 0.4 | 6
CCO[C@H]1OC(C(N)=O)=C[C@@H](c2coc3ccccc3c2=O)[C@@H]1CCCO | -3 | i | -1 | -12 | 0.6 | -8 | 0 | -0.2 | 3
O=C(CCC(=O)c1cccs1)Nc1nc2ccccc2s1 | -7 | i | 2 | -2 | 0.3 | 0 | 0 | -0.2 | 0
COc1ccc(C2Nc3cc(OC)ccc3-n3cccc32)cc1 (centres undefined) | -1 | i | 0 | -13 | 0.3 | 25 | 4 | -0.6 | 2
CS(=O)(=O)N(CC(=O)O)c1ccc(Oc2ccccc2)cc1 | -2 | i | 9 | -6 | 0.5 | -4 | -1 | -0.4 | 1
O=S1(=O)N[C@H](Cc2ccccc2)COc2cc(N3CCC[C@H]3CO)ccc21 | -5 | i | -4 | nt | 0.8 | -3 | nt | -1.2 | 0
COC(=O)C(NC(C)=O)(Nc1nc2ccc(C)cc2s1)C(F)(F)F (centres undefined) | 0 | i | -12 | -7 | 1.1 | -2 | 1 | -0.2 | -1
COc1ccccc1CNC(=O)C1CCN(Cc2nc(-c3cccc(Cl)c3)oc2C)CC1 | 0 | i | -5 | -11 | 1.4 | -6 | 1 | -1.3 | 6
N#Cc1c(NC(=O)C(=O)NCCCN2CCOCC2)sc2c1CCCC2 | -5 | i | -3 | 6 | 1.3 | -6 | -2 | 0.2 | -3
CC(=O)Nc1cccc(OCCOc2cccc([N+](=O)[O-])c2)c1 | -4 | i | -8 | 3 | 1.1 | 24 | 4 | -0.5 | -3
CC(C)=C(NC(=O)c1ccccc1)C(=O)Nc1cccc(C(=O)O)c1 | -12 | i | 8 | -6 | 1.4 | -13 | 0 | -1.5 | -4
COc1ccc(CCNC(=O)CSc2ccc(-c3cccs3)nn2)cc1 | -5 | i | 6 | 7 | 1.4 | -1 | -6 | -1.1 | 1
COc1ccc(-c2nc(C#N)c(NCc3ccc(F)cc3)o2)cc1OC | 2 | nt | 5 | -12 | 1.3 | 15 | -3 | 0.7 | -5
CC(C)(C)c1nnc(SCC(=O)c2ccccc2)n(N)c1=O | -3 | i | 3 | 28 | 0.7 | -10 | 1 | -0.1 | -9
Cc1ccc(Sc2cc(Cl)nc(N)n2)cc1 | -5 | i | -6 | -8 | -0.8 | -3 | 1 | -1.5 | -2
N#C/C(=C\c1ccc(O)c(O)c1)C(=O)NCCCc1ccccc1 | -7 | i | -19 | -8 | -0.6 | 2 | -1 | 1.8 | 2
CC(C)(C)OC(=O)N(CCc1ccccc1)Cc1ccccc1OCc1ccc(NC(=O)C2CCCC2)cc1 | -4 | i | 4 | 9 | -0.5 | 15 | 3 | 0.0 | 3
COc1ccc(S(=O)(=O)N2CCCC2C(=O)Nc2ccc(O)cc2)cc1 (centres undefined) | -1 | i | -8 | 8 | -0.3 | -3 | 0 | 0.0 | -3
O=[N+]([O-])c1cc(-c2cnc3ccccc3n2)ccc1Oc1ccc(F)cc1 | -2 | i | 3 | 4 | 0.8 | 23 | -2 | 0.5 | 5
O=S(=O)(CCN1CCN(c2ccccn2)CC1)c1ccc(F)cc1 | -2 | i | 3 | 4 | -0.2 | -5 | 4 | 0.2 | 3
O=C(CCCN1C(=O)/C(=C/c2cccc(Br)c2)SC1=S)Nc1cccnc1 | -3 | i | -2 | 18 | -0.1 | 29 | 3 | -0.6 | 0
CN1C(=O)NC(c2ccc(O)cc2)C2=C1CN(c1cccc3ccccc13)C2=O (centres undefined) | -2 | i | 6 | -7 | 1.8 | -5 | 0 | 0.2 | -1
COc1ccc(/C=C2/SC(c3ccc(C)cc3)=NC2=O)cc1OC | -5 | i | -146 | 120 | 1.3 | -70 | 3 | 1.0 | 98
Cc1ccccc1N1CCN(C(=O)C2CCC(=O)N(C3CCCC3)C2)CC1 (centres undefined) | -4 | i | -3 | 5 | 0.8 | -2 | -2 | -0.1 | -1
COc1ccc(S(=O)(=O)N/N=c2\oc3c(OC)cccc3cc2S(=O)(=O)c2ccc(C)cc2)cc1OC | -5 | i | 7 | -7 | 3.8 | 0 | 0 | -0.1 | 4
Cc1ccc(S(=O)(=O)CCC(=O)OCc2ccc(Cl)cc2)cc1 | -4 | i | 7 | 11 | 1.9 | 16 | 0 | -0.1 | -13
O=C(NCCC(=O)N1CCCCCCC1)c1ccc(Br)cc1 | -3 | i | -10 | 2 | -0.6 | -3 | 2 | 0.5 | -4
CCCOC(=O)C1=C(C)NC2=C(C(=O)CCC2)C1c1cccs1 (centres undefined) | -2 | nt | -8 | -9 | 3.1 | -4 | -2 | -0.3 | 2
O=S(=O)(Nc1ccccc1)c1ccc(Oc2ncc(C(F)(F)F)cc2Cl)cc1 | 2 | i | 10 | -8 | -0.7 | 33 | 2 | -0.6 | 1
CC[C@@H]1C/C=C\Cc2ccccc2[C@@H](C(=O)C[C@H](O)CC(C)=O)OC1=O | -1 | i | 3 | 3 | -0.2 | -4 | -5 | -0.5 | -1
C=CCNC(=S)NCCCCC1NC(=S)N(CC=C)C1=O (centres undefined) | -5 | i | 0 | 11 | 1.9 | -13 | 2 | -0.2 | 3
O=C(CCn1c(=S)oc2ccccc21)NC1CCCCCC1 | -1 | i | -2 | 1 | 0.2 | 2 | -2 | -1.0 | -3
N#CNc1nc(O)cc(=O)[nH]1 | -2 | i | -7 | 3 | nt | -4 | 0 | -0.7 | 3
COc1nc2ccccc2nc1CCC(=O)O | -3 | i | -3 | -7 | 2.9 | -7 | 6 | -0.5 | 115
COc1cccc(NC(=O)NCCCCc2ccccc2)c1 | -1 | i | 6 | 3 | -0.1 | 10 | 0 | 0.0 | -4
COc1ccc(NS(=O)(=O)c2cc(NC(=O)c3ccncc3)ccc2N2CCOCC2)cc1 | -2 | i | -4 | 5 | -0.6 | -5 | -4 | 0.4 | -10
O=C(CCS(=O)(=O)c1ccccc1)Nc1cccc2c1C(=O)NC2=O | -1 | i | 5 | -5 | 1.8 | -3 | 0 | -0.8 | 4
O=C(CCC(=O)OCC(=O)c1ccccc1)Nc1cccc(Cl)c1 | -2 | i | -13 | -2 | 1.4 | -6 | -1 | -0.9 | -1
CCO[C@@H]1OC(C(N)=O)=C[C@H](C2CC2)[C@H]1CCCO | 0 | i | 2 | -9 | -1.3 | -12 | 3 | 0.5 | 1
CCC(NC(=O)Nc1ccc(O)cc1)(C(F)(F)F)C(F)(F)F | -1 | i | 16* | -8 | -1.6 | -4 | 1 | 1.0 | -1
OCCNc1ncnc2c1cnn2Cc1ccccc1 | -11 | i | -11 | -6 | -0.7 | -6 | -1 | -1.6 | -2
COC(C[C@H]1O[C@H]1C(=O)COCc1ccccc1)OC | -3 | i | 3 | 12 | 0.7 | -10 | 2 | -0.2 | 3

Part of the list above in order of count of non-hydrogen atoms, falling.
SMILES | MsrA act | Neddyl block | E coli Lon inh | MLLE-PAM2 inh | MsrA inh | FAS TE block | Rin1-Abl PPI inh | Tb MetRS inh | CSN deneddyl inh
O=C(CSc1nnc(-c2ccccc2)n1C1CCCCC1)Nc1ccc(S(=O)(=O)Nc2ccccn2)cc1 | 0 | i | -4 | 15 | 0.1 | 5 | -5 | 0.9 | 3
COc1ccccc1CNC(=O)C1CCN(Cc2nc(-c3cccc(Cl)c3)oc2C)CC1 | 0 | i | -5 | -11 | 1.4 | -6 | 1 | -1.3 | 6
CS(=O)(=O)N(CC(=O)O)c1ccc(Oc2ccccc2)cc1 | -2 | i | 9 | -6 | 0.5 | -4 | -1 | -0.4 | 1

An excerpt from above, reduced to MLLE-PAM2 inh and MsrA inh:
structure	MLLE-PAM2 inh	MsrA inh
O=C(CCn1c(=S)oc2ccccc21)NC1CCCCCC1	1	0.2
N#CNc1nc(O)cc(=O)[nH]1	3	nt

Next entries.
SMILES | MsrA act | Neddyl block | E coli Lon inh | MLLE-PAM2 inh | MsrA inh | FAS TE block | Rin1-Abl PPI inh | Tb MetRS inh | CSN deneddyl inh
CCOc1ccc(Nc2ncnc3c2cnn3Cc2ccccc2)cc1 | -6 | i | -5 | -2 | -0.9 | 13 | 0 | -0.7 | 0
O=C(O)c1cc2cc(Cl)ccc2[nH]1 | -2 | i | 10 | 1 | 2.4 | -2 | -2 | 0.8 | -1
COc1cc(CNCCCO)ccc1OCC(=O)NC(C)(C)C | 5 | i | -4 | -5 | 0.9 | -8 | -1 | 0.4 | -3
CCSc1nnc(SCC(=O)Nc2cc(C)on2)s1 | -12 | i | 8 | 0 | 0.8 | 1 | 5 | -0.5 | -1
COc1ccccc1NC(=S)N1CCOCC1 | -3 | i | -1 | -5 | 0.1 | -9 | -5 | 0.5 | -1
Clc1cccc(-c2ccc3ncnc(NCc4cccs4)c3c2)c1 | 0 | i | 0 | 1 | 0.5 | 19 | 2 | 0.9 | -6
O=c1nc(N/N=C/c2ccccn2)cn[nH]1 | -2 | i | 0 | -12 | 4.7* | -4 | -12 | -0.6 | 0
COCCCNC(CC(=O)Nc1ccc(OC)cc1OC)C(=O)O (centres undefined) | -4 | i | -3 | -6 | -1.0 | -6 | -5 | -0.9 | 0
COCCN(C(=O)COC(=O)/C=C/c1cccc(OC)c1)c1c(N)n(CC(C)C)c(=O)[nH]c1=O | 5 | + | -13 | -7 | 1.6 | -7 | 3 | -0.3 | 7
CC(C)(C)NS(=O)(=O)c1ccc(/C=C/C(=O)O)cc1 | -1 | i | 0 | 8 | -0.2 | -11 | -1 | 0.0 | -1
CNC(=O)COC(=O)CCC(=O)c1ccc(Cl)cc1 | -4 | i | -12 | -1 | 0.2 | 3 | -2 | -0.6 | -7
O=[N+]([O-])c1ccc(CCNc2cccc3ccccc23)c([N+](=O)[O-])c1 | -5 | i | 9 | -15 | 1.4 | -11 | 2 | 0.2 | 5
COc1ccccc1NC(=O)CN1C(=O)COc2ccc(C)cc21 | -2 | i | -8 | 23 | -1.5 | -1 | 4 | -0.4 | 3
COc1ccc(OC)c(C2CC(=O)N3CN(c4cccc(Cl)c4C)CSC3=C2C#N)c1 (centres undefined) | -2 | i | 0 | -27 | 0.8 | 12 | -4 | -0.1 | 4
CCOC(=O)[C@@H]1[C@H]2COc3cc(OC)ccc3[C@@H]2N2C(=O)N(c3ccccc3)C(=O)[C@@]12C | 0 | i | 11 | 6 | -0.3 | -9 | 2 | -0.1 | 4
